SNCA viab count: reduces viability of HEK-293 SNCA reporter cells; HEK-293-SNCA-luc viability, GF-AFC fluorescence, 24 h; Potency, µM (highest dose often 57.1 µM), inactives show at the top dose activity change, negative = cytotoxicity, actives largely listed as cytotoxic; hit rate 0.12% among 150,000; AID 1671193;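 further: potency means the concentration at half of the fitted maximal effect; 0% = DMSO-treated cells and -100% = medium-only wells without cells; nearly all actives have a fitted effect of over 30% in size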
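HEK-293-SNCA-luc cells (1500/well) plated 24 h, then exposed 24 h to a dilution series; GF-AFC added 30 min at 37C, fluorescence 405/540 nm; normalised to medium-only and DMSO wells, Hill fit.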
SNCA expr inhib: inhibitors of alpha-synuclein (SNCA) gene expression; HEK-293 SNCA-luciferase knock-in, luminescence, 24 h; Potency, µM (doses to about 57.2 µM), for the others: top-dose activity change, negative = inhibition, usual class: inhibitors; hit rate 0.17% among 140,000; AID 1671194;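 further: potency means the concentration at half of the fitted maximal effect; plate controls were DMSO cells for no effect and cell-free wells for full effect; nearly all actives have a fitted effect of over 45% in size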
Luciferase inh: blocks purified firefly luciferase enzyme activity | purified P. pyralis luciferase, luminescence, biochemical | AID 1347043 | P08659 | hit rate 2.5% among 76,000 | Potency, µM (series often up to 115 µM), inactives show at the top dose activity change, negative = inhibition, actives largely listed as inhibitors; further: potency means the concentration at half of the fitted maximal effect; nearly all actives have a fitted effect of over 65% in size
Target sequence (P08659 whole entry, looked up): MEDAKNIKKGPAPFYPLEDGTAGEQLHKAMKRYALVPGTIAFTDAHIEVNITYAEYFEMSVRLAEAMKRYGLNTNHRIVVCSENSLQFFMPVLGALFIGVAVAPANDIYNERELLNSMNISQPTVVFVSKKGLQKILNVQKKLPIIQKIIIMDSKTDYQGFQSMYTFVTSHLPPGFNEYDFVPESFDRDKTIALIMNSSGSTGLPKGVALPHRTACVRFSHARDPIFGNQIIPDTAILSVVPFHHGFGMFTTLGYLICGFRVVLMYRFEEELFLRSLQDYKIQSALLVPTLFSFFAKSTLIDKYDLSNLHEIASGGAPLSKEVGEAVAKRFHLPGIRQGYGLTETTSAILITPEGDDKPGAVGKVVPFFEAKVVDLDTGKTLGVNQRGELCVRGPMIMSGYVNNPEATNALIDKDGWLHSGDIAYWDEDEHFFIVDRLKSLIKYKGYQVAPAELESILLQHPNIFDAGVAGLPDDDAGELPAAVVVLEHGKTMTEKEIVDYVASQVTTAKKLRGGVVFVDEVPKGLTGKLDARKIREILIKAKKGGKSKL
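Cell-free enzyme assay, 10nM P. pyralis luciferase, luciferin and ATP each at 10uM. Inhibition profiled over a 6-point titration, read as luminescence.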
IP6K1 inh: inhibitors of human IP6K1. Q92551. IP6K1 kinase, ADP-Glo luminescence, 2 h; stronger effect = lower value. activity change, % (series mostly up to about 58 µM). hit rate 0.81% among 140,000. AID 1645851; in the data active means activity change below about -25%
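ADP-Glo luminescence measures ADP made by human IP6K1 during a 2 h RT reaction with ATP/IP6 (mix at 1.3 mM/130 uM); top library doses 57.5 and 19.1 uM final.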
GPT2 inh: blocks human glutamate pyruvate transaminase 2; Q8TD30; Potency, µM (series often up to 57.7 µM), without a hit: top-dose activity change, negative = inhibition, hits mostly inhibitors; hit rate 0.25% among 100,000; Recombinant GPT2, coupled pyruvate oxidase/HRP Amplex Red fluorescence; further: potency means the concentration at half of the fitted maximal effect; nearly all actives have a fitted effect of over 60% in size; many of its hits are not listed in these tables
Target sequence (Q8TD30 whole entry, looked up): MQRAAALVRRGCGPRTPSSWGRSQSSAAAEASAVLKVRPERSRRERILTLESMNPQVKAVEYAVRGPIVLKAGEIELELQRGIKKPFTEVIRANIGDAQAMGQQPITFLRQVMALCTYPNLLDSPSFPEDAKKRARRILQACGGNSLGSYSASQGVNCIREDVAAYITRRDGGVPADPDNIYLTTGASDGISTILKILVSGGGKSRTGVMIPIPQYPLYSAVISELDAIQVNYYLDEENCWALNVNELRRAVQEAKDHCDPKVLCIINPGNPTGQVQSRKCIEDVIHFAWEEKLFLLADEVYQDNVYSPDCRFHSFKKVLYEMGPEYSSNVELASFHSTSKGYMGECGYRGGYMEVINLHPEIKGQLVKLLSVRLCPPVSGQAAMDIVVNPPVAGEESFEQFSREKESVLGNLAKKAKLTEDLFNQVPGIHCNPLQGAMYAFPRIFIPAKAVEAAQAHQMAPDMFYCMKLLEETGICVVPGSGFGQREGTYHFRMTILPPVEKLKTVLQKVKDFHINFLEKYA
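Fluorescence read-out: pyruvate from GPT2 turnover coupled to pyruvate oxidase, HRP and Amplex Red (0.2mM ThPP, 0.2U/mL PO and HRP, 50uM Amplex final). Substrates 250uM a-KG, 2mM L-alanine; enzyme 10ng/uL; 30 min RT.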
HEK cytotox: HEK 293 cell cytotoxicity. HEK 293 viability, ATP luminescence (CellTiter-Glo), 48-72 h. Potency, µM (titrated, usually from 115 µM), for the others: at the highest dose activity change, negative = cytotoxicity, usual class: inhibitors. hit rate 6.6% among 94,000. AID 1345083; further: potency means the concentration at half of the fitted maximal effect; nearly all actives have a fitted effect of over 60% in size
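HEK 293 seeded at 250 cells/well receive compound via pintool. After 48 or 72 hr at 37 degree Celsius, 5% CO2 and 95% humidity, CellTiter-Glo is dispensed and luminescence read following 10 min at room temperature.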
3T3 cytotox: NIH 3T3 cell cytotoxicity; NIH 3T3 viability, CellTiter-Glo ATP luminescence, 48-72 h; Potency, µM (doses to about 96.7 µM), inactives show at the top dose activity change, negative = cytotoxicity, most hits filed as inhibitors; hit rate 4.3% among 94,000; AID 1345082; further: potency means the concentration at half of the fitted maximal effect; nearly all actives have a fitted effect of over 55% in size
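Luminescent ATP readout (CellTiter-Glo, 10 min RT) after 48 or 72 hr compound exposure of NIH 3T3 cells seeded at 400 cells/well in 1536-well format; quantitative HTS.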
An asterisk follows results filed as active; [ ] = dose if it differs, or a comment. Unless noted, the call rests on the fitted dose curve; in most records, active means well fitted curve in the direction sought with a large enough effect; inconclusive means small, poorly fitted or top-dose-only effect, or another doubt; inactive means no such curve, though single readings can be large; an effect the other way counts as inactive or inconclusive. Unless noted, on the % scale 0 is the no-effect control and ±100 the full control effect. Compounds were not picked by outcome; 7.8% or so of the library scored in one or more.

Screening O=C(CC1N=C2c3ccccc3N=C(SCC(=O)Nc3ccc(F)cc3)N2C1=O)NCc1ccc2c(c1)OCO2 (configuration not stated) returned SNCA viab count inconclusive, SNCA expr inhib 45%[activator] and IP6K1 inh 10.
COC[C@@H]1CN(C(=O)c2ccccc2OC)C[C@H]1c1nc(C2CC2)no1 was read as SNCA viab count -3%, SNCA expr inhib -17%, Luciferase inh 1%, IP6K1 inh 3, GPT2 inh inactive, HEK cytotox -5% and 3T3 cytotox -11%.
Screening CN(C)C[C@H]1O[C@@H](CO)[C@@H](O)[C@H]1N1CCN(C)CC1 returned SNCA viab count 4%[87.6 µM], SNCA expr inhib 7%[87.6 µM], Luciferase inh -1%[172 µM], IP6K1 inh -18, GPT2 inh -12%[88.5 µM], HEK cytotox inactive and 3T3 cytotox 4%[138 µM].
CC[C@@]1(C(=O)O)C[C@H](C(=O)N(C)CC(=O)O)[C@H](c2ccc(OC)cc2)N1C was read as SNCA viab count -13%, SNCA expr inhib -30%, Luciferase inh -6%, IP6K1 inh 10, GPT2 inh -20%, HEK cytotox inconclusive and 3T3 cytotox inconclusive.
Cc1ccc(C(=O)Nc2ccc(-c3nnc4n3CCCC4)cc2)s1 was read as SNCA viab count -3%, SNCA expr inhib 75%[activator], Luciferase inh -21%, IP6K1 inh -1, GPT2 inh inactive, HEK cytotox -11% and 3T3 cytotox -33%.
For O=C(CCC1N=C2c3ccccc3N=C(SCC(=O)Nc3cccc(Cl)c3)N2C1=O)NCc1ccco1 (configuration not stated) the results were SNCA viab count -14%, SNCA expr inhib -4% and IP6K1 inh 0.
`COCc1noc(CC2CCOC3(CCN(C(=O)c4ccc5[nH]ccc5c4)CC3)C2)n1` (configuration not stated) gave SNCA viab count -13%, SNCA expr inhib -22%, Luciferase inh 5%, IP6K1 inh -10, GPT2 inh inactive, HEK cytotox 3% and 3T3 cytotox -15%.
For Cc1cc(C(=O)N[C@@H]2CN(c3ncccn3)C[C@H]2CO)n(C)n1 the results were SNCA viab count 5%, SNCA expr inhib 6%, Luciferase inh -11%, IP6K1 inh 6, GPT2 inh inactive, HEK cytotox -1% and 3T3 cytotox -12%.
`CCC(C)NC(=O)c1c2c(nc3ccccc13)C(=O)N(C1CCCCC1)C2` (configuration not stated) gave SNCA viab count 6%, SNCA expr inhib 45%[activator] and IP6K1 inh -1.
`Cc1ccccc1-c1[nH]nc2ncc(-c3ccnn3C)nc12` gave SNCA viab count 5%[87.6 µM], SNCA expr inhib -2%[87.6 µM], Luciferase inh 2%[230 µM], IP6K1 inh 4, GPT2 inh -9%[88.5 µM], HEK cytotox -15%[230 µM] and 3T3 cytotox inconclusive.
Screening Cc1ccc(-n2nnc(-c3nsc(NC(=O)c4ccc(C)c(C)c4)n3)c2C)cc1 returned SNCA viab count 15%, SNCA expr inhib -17% and IP6K1 inh 4.
CC(C)S(=O)(=O)c1oc(-c2ccc(F)cc2)nc1S(=O)(=O)c1ccccc1 was read as SNCA viab count 2.5µM*, SNCA expr inhib inconclusive and IP6K1 inh -2.
Screening CCC(=O)N1CCC(=O)N(CC)C2(CCOCC2)C1 returned SNCA viab count inconclusive, SNCA expr inhib inconclusive, Luciferase inh 4%, IP6K1 inh -8, GPT2 inh -6%, HEK cytotox -2% and 3T3 cytotox -5%.
For Cc1n[nH]c(C)c1C(N)C(=O)N1CC2(C)CN(C)CC(C)(C1)C2O (configuration not stated) the results were SNCA viab count inconclusive, SNCA expr inhib -20%, Luciferase inh 0%, IP6K1 inh -1, GPT2 inh -10%, HEK cytotox 0% and 3T3 cytotox -6%.
For CC(C)n1cc2cc(C(=O)Nc3ccc4c(c3)OCCO4)sc2c1 the results were SNCA viab count 9%, SNCA expr inhib 25%, Luciferase inh 14µM*, IP6K1 inh 1, GPT2 inh inactive, HEK cytotox 35µM* and 3T3 cytotox -15%.
For Cn1ccc(C(=O)NCc2nnc3n2C(C(=O)NCCc2ccc(Cl)cc2)CC3)n1 (configuration not stated) the results were SNCA viab count -4%, SNCA expr inhib 3%, IP6K1 inh -7, GPT2 inh -1%, HEK cytotox inactive and 3T3 cytotox inactive.
Cc1cn2nc(C(=O)NCc3ccc(Cl)cc3)cc2c(=O)[nH]1 was read as SNCA viab count 12%, SNCA expr inhib 107%[activator], Luciferase inh inconclusive, IP6K1 inh 10, GPT2 inh inactive, HEK cytotox -17% and 3T3 cytotox -18%.
For O=C(c1cccc(Cn2cccn2)c1)N1CCn2nc(C(=O)N3CCCC3)cc2C1 the results were SNCA viab count 3%, SNCA expr inhib -7%, Luciferase inh -13%, IP6K1 inh -7, GPT2 inh inactive, HEK cytotox -24% and 3T3 cytotox inconclusive.
Screening CN(Cc1cccnc1)c1nc2c(c(=O)[nH]1)CCN(Cc1ccc3cc[nH]c3c1)CC2 returned SNCA viab count 6%, SNCA expr inhib -1%, Luciferase inh 10%, IP6K1 inh 2, GPT2 inh inactive, HEK cytotox inconclusive and 3T3 cytotox inconclusive.
O=C1CCCc2cc(S(=O)(=O)NCC3CCC(C(=O)Nc4ccc(Cl)cc4)CC3)ccc2N1 (configuration not stated) was read as SNCA viab count -9%, SNCA expr inhib 8% and IP6K1 inh -13.
COc1cc2c(NC3CCN(C(C)C)CC3)nc(C3CCCCC3)nc2cc1OCCCN1CCCC1 was read as SNCA viab count inconclusive, SNCA expr inhib 36%[activator], IP6K1 inh -16 and GPT2 inh -7%.
Screening CCN1C(=O)CN(C(=O)C2CCCCC2)CC12CCOCC2 returned SNCA viab count 3%, SNCA expr inhib 2%, IP6K1 inh 16, GPT2 inh -11%, HEK cytotox -5% and 3T3 cytotox -27%.
For O=C(C1CCCC1)N1CCCC(C(=O)N2CCC(c3nc4ccncc4[nH]3)C2)C1 (configuration not stated) the results were SNCA viab count 8%, SNCA expr inhib 6%, IP6K1 inh 13, GPT2 inh 0%, HEK cytotox -12% and 3T3 cytotox -29%.
Screening CC1(C)[C@H](Cc2cc(CCO)on2)C[C@@H]1NCc1cccnc1 returned SNCA viab count 3%[87.6 µM], SNCA expr inhib -15%[87.6 µM], Luciferase inh 6%[172 µM], IP6K1 inh 1, GPT2 inh inactive, HEK cytotox -11%[172 µM] and 3T3 cytotox -28%[174 µM].
`O=C(Nc1ccc(F)c(Cl)c1)C1CCc2sc(C(=O)N3CCOCC3)cc2C1` (configuration not stated) gave SNCA viab count -24%, SNCA expr inhib -27%, Luciferase inh 2%, IP6K1 inh 4, GPT2 inh inactive, HEK cytotox 28µM* and 3T3 cytotox inconclusive.
Cc1cnn(CCC(=O)N2CCC(Oc3ccccc3)(C(=O)O)CC2)c1 was read as SNCA viab count 3%, SNCA expr inhib 5%, Luciferase inh -6%, IP6K1 inh 16, GPT2 inh inactive, HEK cytotox -3% and 3T3 cytotox -9%.
For CN(C)CCNC(=O)c1nc2nc(-c3ccccc3)c(-c3cccc(F)c3)cc2n1C the results were SNCA viab count -23%[87.6 µM], SNCA expr inhib 8%[87.6 µM], Luciferase inh 12%[172 µM], IP6K1 inh 1, GPT2 inh 1%[88.5 µM], HEK cytotox 50µM* and 3T3 cytotox 25µM*.
CCOc1ccccc1NC(=O)N1CCC2(CC1)CC2c1noc(C)n1 (configuration not stated) was read as SNCA viab count 5%, SNCA expr inhib -24%, IP6K1 inh 21, GPT2 inh inconclusive, HEK cytotox -10% and 3T3 cytotox -27%.
COc1ccc(C(=O)N[C@@H]2CCC[C@@H]2C(=O)NCCC2=CCCCC2)cn1 was read as SNCA viab count -25%, SNCA expr inhib 10%, Luciferase inh 1%, IP6K1 inh 0, GPT2 inh inactive, HEK cytotox 2% and 3T3 cytotox -18%.
Screening COc1ccccc1-n1c(=O)c(C(=O)N2CCN(C(=O)c3ccc(Cl)nc3)CC2)nc2cccnc21 returned SNCA viab count 4%, SNCA expr inhib -9%, IP6K1 inh 7, GPT2 inh 4%, HEK cytotox inactive and 3T3 cytotox -3%.
CC1CCC2(CC1)NC(=O)N(CC(=O)Nc1ccccc1C(C)C)C2=O (configuration not stated) was read as SNCA viab count -3%, SNCA expr inhib 7%, Luciferase inh 12%, IP6K1 inh 5, GPT2 inh -5%, HEK cytotox 14% and 3T3 cytotox inactive.
Screening Cc1ccc(C(=O)N2CCC3(CC2)CC(Cc2ccccc2)CCO3)s1 (configuration not stated) returned SNCA viab count 3%, SNCA expr inhib 1%, IP6K1 inh 28, GPT2 inh 5%, HEK cytotox inconclusive and 3T3 cytotox inconclusive.
O=C(NCc1ccco1)C1CC(c2ccccc2)CN(C(=O)Nc2ccc(Cl)cc2)C1 (configuration not stated) was read as SNCA viab count -7%, SNCA expr inhib -4%, Luciferase inh -12%, IP6K1 inh 4, GPT2 inh inconclusive, HEK cytotox inconclusive and 3T3 cytotox inconclusive.
For CNC(=O)N1CCC(C2CCN(C(=O)c3ccc(OC)c(F)c3)C2)CC1 (configuration not stated) the results were SNCA viab count 0%[12.5 µM], SNCA expr inhib -25%, Luciferase inh -10%, IP6K1 inh -8, GPT2 inh inactive, HEK cytotox -2% and 3T3 cytotox -3%.
`Cc1ccc(CNC(=O)c2ccc(CSCc3ccccc3C)o2)cc1` gave SNCA viab count -4%, SNCA expr inhib 16% and IP6K1 inh -3.
Screening Cc1ncoc1C(=O)N1CCC2(CC1)CCC(O)(CN(C)C)CC2 returned SNCA viab count 0%, SNCA expr inhib -14%, Luciferase inh 1%, IP6K1 inh -16, GPT2 inh inactive, HEK cytotox 5% and 3T3 cytotox inactive.
For COc1ccc(CN2Cc3[nH]cnc3C[C@H]2c2nc(-c3ccc4ccccc4c3)no2)cc1 the results were SNCA viab count -15%, SNCA expr inhib 14%, Luciferase inh -22%, IP6K1 inh 10, GPT2 inh inconclusive, HEK cytotox 45µM* and 3T3 cytotox 40µM*.
For CC(C)CN1CCc2nc(N3CCN(c4ncccn4)CC3)ncc2C1 the results were SNCA viab count 3%, SNCA expr inhib 67%[activator] and IP6K1 inh -2.
Cc1nnc(-c2cc(-c3ccncc3)ccn2)n1CCN1CCOCC1 was read as SNCA viab count 1%[87.6 µM], SNCA expr inhib 0%[87.6 µM], Luciferase inh -4%[172 µM], IP6K1 inh 12, GPT2 inh 3%[88.5 µM], HEK cytotox inactive and 3T3 cytotox inconclusive.

2 compounds drawn at random from the list so far:
CC1CCC2(CC1)NC(=O)N(CC(=O)Nc1ccccc1C(C)C)C2=O (configuration not stated) was read as SNCA viab count -3%, SNCA expr inhib 7%, Luciferase inh 12%, IP6K1 inh 5, GPT2 inh -5%, HEK cytotox 14% and 3T3 cytotox inactive.
For CNC(=O)N1CCC(C2CCN(C(=O)c3ccc(OC)c(F)c3)C2)CC1 (configuration not stated) the results were SNCA viab count 0%[12.5 µM], SNCA expr inhib -25%, Luciferase inh -10%, IP6K1 inh -8, GPT2 inh inactive, HEK cytotox -2% and 3T3 cytotox -3%.

Source: PubChem (National Center for Advancing Translational Sciences (NCATS))
